Screening results deposited in PubChem by several laboratories.
PDI turbidity: PDI (human) enzyme inhibition; P07237; PDI insulin aggregation turbidity, A650, 90 min; inhibition, % at 10 µM; 350,000 tested, 0.052% active;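 active = mean inhibition across replicates of 30% or more, whatever share of single replicates reach that level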;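 also: absorbance from insulin aggregation driven by PDI reduction with DTT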
HTR2A ag: activates the mouse 5-HT2A serotonin receptor | CHO-K1 mHTR2A beta-arrestin complementation, luminescence; percent of 30 µM serotonin response | activation, % at 7.6 µM | AID 624169 | P35363 | 360,000 tested, 0.66% active;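 active = activation above a run cutoff, the mean activation of all tested compounds plus 3 SD, cut at about 14% in these data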;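 also: 0% = plate median of compound wells and 100% = 30 µM serotonin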
Target sequence (P35363 whole entry, looked up): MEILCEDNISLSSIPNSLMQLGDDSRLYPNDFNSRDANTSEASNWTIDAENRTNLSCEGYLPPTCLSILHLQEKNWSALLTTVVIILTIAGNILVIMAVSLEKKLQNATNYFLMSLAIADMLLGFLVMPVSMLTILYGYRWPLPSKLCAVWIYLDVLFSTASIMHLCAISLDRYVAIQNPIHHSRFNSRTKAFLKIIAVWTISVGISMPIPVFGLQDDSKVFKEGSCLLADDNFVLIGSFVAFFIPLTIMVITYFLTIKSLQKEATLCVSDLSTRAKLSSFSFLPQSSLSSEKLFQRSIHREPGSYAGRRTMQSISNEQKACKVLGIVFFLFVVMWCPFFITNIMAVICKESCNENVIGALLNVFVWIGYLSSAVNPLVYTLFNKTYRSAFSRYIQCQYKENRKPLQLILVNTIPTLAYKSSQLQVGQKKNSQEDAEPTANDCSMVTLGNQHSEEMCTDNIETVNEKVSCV
Shn3 3UTR inh: Schnurri-3 reporter inhibition in Clone20 osteoblasts; Clone20 osteoblast Shn3 3'UTR firefly luciferase, 24 h; inhibition, % at 12.5 µM; 360,000 tested, 0.52% active; AID 588674;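 active = mean inhibition of at least 75% with every replicate also reaching 75%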;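 also: 0% = median of neutral control wells and 100% = pilot-screen positive control compound; some compounds past the cut are filed as inactive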
HIF-2a inh: inhibitors of HIF-2a; 786-0 RCC cells HIF-2a reporter, luciferase luminescence, overnight; inhibition, % at 18.8 µM; 360,000 tested, 0.72% active;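 active = inhibition of the luminescence signal of 40% or more relative to plate controls, in a single-dose primary screen at 18.75 µM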
iPSC survival up: enhancers of human iPSC single-cell survival | 360,000 tested, 0.044% active | AID 602274 | hiPSC single-cell survival, ATPlite luminescence; 100% = ROCK inhibitor wells, 0% = DMSO | survival enhancement, % at 20 µM; in the data active = survival enhancement above about 18%;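 also: cells exposed to compounds for 16 hours before the ATP read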
NR2E3 ag-1: activates human NR2E3 receptor. Q9Y5X4. CHO-S Gal4-NCOR/VP16-NR2E3 two-hybrid, luciferase. inhibition of corepressor binding, % at 3.98 µM. 360,000 tested, 0.35% active. AID 602229;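 active = inhibition above the mean of all tested compounds plus 3 SD, cut at about 70% in these data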;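 also: 0% = DMSO with NR2E3 transfected cells and 100% = cells lacking NR2E3 construct; higher means lower luciferase signal from less NR2E3 corepressor binding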
Target sequence (Q9Y5X4 whole entry, looked up, the tested form may be a part): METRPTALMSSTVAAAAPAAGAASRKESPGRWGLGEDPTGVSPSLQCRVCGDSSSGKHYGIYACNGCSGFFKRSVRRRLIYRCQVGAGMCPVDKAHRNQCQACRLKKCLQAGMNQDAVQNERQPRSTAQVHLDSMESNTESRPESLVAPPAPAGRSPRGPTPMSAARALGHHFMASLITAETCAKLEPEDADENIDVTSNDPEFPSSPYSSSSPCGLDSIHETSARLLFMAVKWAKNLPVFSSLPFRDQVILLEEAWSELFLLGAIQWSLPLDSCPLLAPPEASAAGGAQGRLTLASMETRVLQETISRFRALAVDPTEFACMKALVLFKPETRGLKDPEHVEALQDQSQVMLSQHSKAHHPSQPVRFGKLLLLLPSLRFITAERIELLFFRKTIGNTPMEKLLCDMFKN
TRPM1 prom inh: inhibitors of MITF-driven TRPM1 promoter in melanoma cells; SK-MEL-5 TRPM1 promoter luciferase, 24 h; inhibition, % at 12.5 µM; 330,000 tested, 0.83% active; AID 488899;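 active = mean inhibition across replicates of 60% or more, whatever share of single replicates reaches that level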; also: values of inactives mirror those of a sister screen read the other way
NR2E3 ag-2: activates human photoreceptor nuclear receptor NR2E3 | inhibition of corepressor binding, % at 4.78 µM | GST-NR2E3/biotin-RetCOR TR-FRET, 1536-well | AID 2300 | Q9Y5X4 | 320,000 tested, 0.12% active;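 active = percent inhibition above the cutoff of mean plus 3 SD of all tested compounds, set per screening campaign, cut at about 20% in these data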;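 also: 0% = DMSO wells and 100% = biotin wells as full block of FRET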
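System: GST-tagged NR2E3 plus biotinylated RetCOR corepressor; Amount: 1.35 nM GST-tagged NR2E3 final; Dosing: single nominal compound dose of 4.8 µM; Schedule: 5 h incubation at 4 °C; Technique: TR-FRET with europium anti-GST and streptavidin-D2, 340 nm excitation; Controls: biotin wells as high control, 0.6% DMSO wells as low control.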
H9c2 protect: protects H9c2 cardiomyocytes from peroxide injury; H2O2 injury protection, ATPLite, 2 h; protection from H2O2 cell death, % at 20 µM; 360,000 tested, 0.63% active;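 active = compounds giving at least 50% protection of heart cells from peroxide-induced death in the single-dose screen, raw or plate-pattern-corrected value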;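 also: 0% = DMSO wells with peroxide and 100% = DMSO wells without peroxide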
CaV13 FRET inh: Primary screen for inhibitors of IQ motif and Ca2+-dependent inactivation inhibitor domain binding in CACNA1D, Förster resonance energy transfer in living cells, …; HEK cells, CFP/YFP FRET ICDI-IQ, plate reader, 10 min; percent FRET-ratio fall versus neutral wells; inhibition, % at 12.3 µM; 340,000 tested, 0.098% active;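 active = mean replicate inhibition of at least 30% and at least 1% of replicates passing that level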;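 also: 0% = median of the neutral control wells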
Peg3 prom inh: reduces Peg3 promoter-driven luciferase expression in HeLa; HeLa PEG-Prom luciferase reporter, luminescence, overnight; inhibition, % at 20 µM; 360,000 tested, 1.7% active; AID 588405;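 active = inhibition of at least 50% at 20 µM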
* hit, by the source's call; · = not tested or not shown.

SMILES	PDI turbidity	HTR2A ag	Shn3 3UTR inh	HIF-2a inh	iPSC survival up	NR2E3 ag-1	TRPM1 prom inh	NR2E3 ag-2	H9c2 protect	CaV13 FRET inh	Peg3 prom inh
COC(=O)c1ccccc1S(=O)(=O)NNC(=O)C1COc2ccccc2O1 (stereo unspecified)	-1	-11	8	-2	0.6	-11	3	·	-4	-6	5
CC(=O)/C(N=Nc1ccc2c(c1)OCO2)=C(\C)O	0	5	-13	-188	1.1	-45	-48	2	3	-5	-168
Cc1c(Cl)cc(-n2cnnn2)cc1[N+](=O)[O-]	1	-1	-2	13	-1.4	-12	2	-1	13	-2	11
CCOc1cccc2sc(N(CCCN(C)C)C(=O)c3ccc(S(=O)(=O)N(C)Cc4ccccc4)cc3)nc12	7	-13	50	3	-0.6	21	95*	0	-17	-3	98*
Cc1cc(=O)[nH]c(N/N=C/c2ccc3c(c2)OCCO3)n1	0	3	-23	-115	-0.8	-6	-9	-2	-11	-5	-74
COc1ccc(C2CC(=O)C3=C(C2)NC(C)=C(C#N)C3c2ccc(N(C)C)cc2)cc1 (stereo unspecified)	-5	-6	4	5	9.4	-7	-18	-2	4	-6	6
O=C(O)c1nn(CCOc2ccc(Br)cc2)c(=O)c2ccccc12	8	-5	-3	0	0.2	-31	-10	2	55*	-4	-5
O=C(COC(=O)c1ccccn1)Nc1cccc2ccccc12	-3	6	17	23	1.5	14	3	1	11	-6	8
O=C(Nc1cccc(N=Cc2cc(Cl)cc(Br)c2O)c1)c1ccco1	-19	1	4	-26	-0.6	-19	2	1	50*	-3	-7
Cc1coc2cc3oc(=O)c(CC(=O)N[C@@H](CC(C)C)C(=O)O)c(C)c3cc12	0	0	-4	46*	-0.6	-20	-9	-1	1	-3	4
CC(=NNC1=NCCN1)c1cn(C2=NCCN2)nc1C	·	4	1	5	1.5	-12	·	·	2	-14	-6
O=C(CN(C(=O)c1csnn1)c1ccc2c(c1)OCCO2)NCc1ccc(F)cc1	-1	-3	1	-6	-0.2	-7	-2	1	-2	-2	-21
O=C(COC(=O)CCC(NC(=O)OCc1ccccc1)C(=O)OCC(=O)Nc1ccccc1)Nc1ccccc1 (stereo unspecified)	-5	-5	-5	13	0.0	-7	4	-1	6	-5	14
COc1ccc(C(=O)Nc2ccc([N+](=O)[O-])cn2)cc1OC	25	0	-24	-32	1.8	-29	-17	3	-3	-5	-19
CCc1ccccc1NC1c2ccccc2C(=O)N1c1cccnc1 (stereo unspecified)	-7	1	-19	23	2.8	-7	0	1	8	-5	5
CCN(CC)CCN(C(=O)CCS(=O)(=O)c1ccccc1)c1nc2cc(OC)c(OC)cc2s1	10	-2	-2	14	0.0	-25	7	0	4	-3	-7
O=C1NNC(=O)C2C3C=CC(C4CC34)C12 (stereo unspecified)	8	-2	-4	9	-0.7	-23	0	0	6	-7	17
CCCCN(C(=O)C1CCCC1)c1c(N)n(CC(C)C)c(=O)[nH]c1=O	-2	-2	-2	3	0.5	-1	-5	-1	6	-5	16
C=CCNc1nc2cc(-c3cccc(NC(C)=O)c3)sc2c(=O)n1C	-4	4	-33	-139	-0.6	-2	·	·	18	-7	-49
O=C(O)c1ccc(CNC(=S)Nc2ccccc2)cc1	4	5	-57	0	-2.4	-6	-4	3	7	-4	11
CCN(C[C@H]1N[C@@](Cc2ccccc2)(C(=O)OC)[C@H]2C(=O)N(C)C(=O)[C@@H]12)S(=O)(=O)c1ccc(OC)cc1	-3	-1	4	-5	-0.5	-23	8	·	60*	-5	19
O=C(CCS(=O)(=O)c1cc(Br)cc2c1N(C(=O)C1CC1)CC2)NCc1ccco1	-11	2	-14	23	0.2	-18	10	·	9	-1	15
CCN1C(=O)CS/C1=N\S(=O)(=O)c1ccc(Cl)cc1	3	0	8	6	-0.2	9	-9	2	3	-2	-14
CN(Cc1c(C(=O)N/N=C/c2cccc(O)c2)nnn1-c1nonc1N)c1ccccc1	-4	3	-2	5	0.8	6	12	0	-2	·	12
O=C1CC(SCCc2nc3ccccc3[nH]2)C(=O)N1c1ccc(Cl)cc1 (stereo unspecified)	-2	5	0	9	-3.7	-4	-5	1	13	·	7
CN(C)c1ccc(C2(c3ccc(N(C)C)cc3)OC(=O)c3cc(N)ccc32)cc1	5	-13	1	29	0.1	-7	6	-5	-5	-2	18
CSc1ncccc1C(=O)Nc1ccc(S(=O)(=O)N2CCCC2)cc1	2	-5	25	-3	-0.4	6	-12	1	-8	-2	15
Cc1c(/C=N/Nc2ccc(C(=O)O)cc2)c2ccccc2n1C	5	0	-50	-191	0.5	-62	-88	-7	14	-6	-226
C=CCn1c(SCCOc2ccc(OC)cc2)nnc1C(CO)NC(=O)c1ccc(OC)cc1 (stereo unspecified)	19	4	4	5	-1.3	9	4	-2	-3	-8	15
CC(NC(=O)N1CCN(c2ccccc2F)CC1)c1ccc(F)c(F)c1 (stereo unspecified)	-5	-6	9	4	-0.4	-17	-1	-2	-1	-4	-7
O=C(CN1C(=O)C2CC=CCC2C1=O)Nc1ccc(F)c(Cl)c1 (stereo unspecified)	1	5	-16	8	0.7	-18	·	·	2	-5	1
S=c1[nH]nc(-c2cccs2)n1Cc1ccccc1	-3	-2	-13	6	0.1	-22	15	2	4	0	4
Cc1ccc(S(=O)(=O)N/N=C/c2cc(Br)ccc2O)cc1	-1	2	-38	14	-0.7	-2	11	0	-6	-2	16
Cc1c(C(=O)C(=O)NCCC2=CCCCC2)c2ccccc2n1C	-6	2	-8	2	1.7	13	7	-3	0	-5	-8
CCCCC1(CC(=O)OC)C(=O)N(c2ccccc2)N(c2ccccc2)C1=O	-4	2	-20	22	0.6	-11	-3	-4	7	-8	20
CCOC(=O)CN(c1ccccc1C)S(=O)(=O)c1ccc(Cl)cc1	-8	1	-1	17	0.1	4	-5	0	-5	·	11
OC[C@@H](O)C(O)[C@@H](O)CO (stereo partly specified)	-2	-2	18	4	1.5	6	·	·	1	-5	-2
Cc1cccc(-n2ncc3c(N(CCO)CCO)ncnc32)c1	0	-2	0	-215	-0.1	-116	-57	3	3	-5	-215
OC(CNCC(c1ccc(Cl)cc1Cl)c1c[nH]c2ccccc12)c1ccccc1 (stereo unspecified)	7	0	36	17	-0.3	-12	100*	-4	-24	1	110*
C=CCN1CCN(C(=O)c2c(-c3ccccc3)noc2C)CC1	-6	4	4	4	0.1	-9	11	0	-2	-6	7
Clc1cccc(CSc2nnc(-c3c[nH]c4ccccc34)o2)c1	4	-1	-3	-159	0.4	-59	-5	1	1	-5	-45
CC(C)C[C@H]1COc2cc(N(C)CCO)ccc2S(=O)(=O)N1	·	-4	·	-7	0.1	6	·	·	·	-3	·
Cc1c(C(=O)Nc2cccc(C(F)(F)F)c2)oc2ccc(S(=O)(=O)N3CCOCC3)cc12	-3	3	88*	6	4.1	0	41	1	-3	-8	7
CC(C)c1cc(C(=O)Nc2cc(Cl)ccc2O)no1	2	4	-93	-302	-2.5	-118	-56	5	-15	-4	-132
c1cncc(-c2nnc(-c3cccnc3)nn2)c1	-9	0	-27	-40	-2.3	-12	-7	-5	-16	·	-59
CCCCn1ccnc1C	0	10	5	22	-0.7	2	5	·	9	-21	-6
Cn1cccc1C(=O)NCC1COc2ccccc2O1 (stereo unspecified)	10	1	-104	-162	-0.3	-96	-100	·	-7	-6	-228
Cc1ccc(NC(=O)CN2C(=O)NC(C)(c3ccc(Cl)cc3)C2=O)cc1S(=O)(=O)N1CCOCC1 (stereo unspecified)	-2	-4	14	15	1.5	-14	2	0	2	-6	44
O=S(=O)(Nc1ccc(Oc2ncccn2)c(Cl)c1)c1ccc(Cl)cc1	4	-3	3	7	5.1	0	-4	0	2	-4	15
O=C(CN1C(=O)NC2(CCCC2)C1=O)NCCC1=CCCCC1	-22	-1	14	-13	-0.5	-14	3	2	7	-3	7
Cc1cc(C)nc(NC(=O)C(C)N2C(=O)c3ccccc3C2=O)n1 (stereo unspecified)	-1	1	-12	18	0.6	-33	3	0	-2	-7	-13
O=C(/C=C/c1ccc(S(=O)(=O)N2CCOCC2)cc1)N(CCO)Cc1ccccc1	3	-2	0	3	-0.5	-14	1	1	11	-5	2
Cc1ccc(S(=O)(=O)NC(=O)C2(C)CCN2C(=O)C2CCCCC2)nc1 (stereo unspecified)	-7	3	6	11	0.6	-1	·	·	1	-5	3
CC(O)CC(C)O (stereo unspecified)	·	0	1	9	0.9	3	5	0	2	·	6
CC(C)Oc1cccc(C(=O)Nc2ccc(Br)cc2F)c1	-4	0	-24	-98	-2.0	-61	-108	4	-24	-5	-166
Cc1nnc(SCC(=O)NCc2cccs2)[nH]c1=O	20	7	-93	-2	5.1	7	-3	0	10	-14	3
CCCCS(=O)(=O)Nc1ccc2c(c1)ncn2C1CCCCC1	1	-1	14	-17	-0.2	-10	2	-2	0	-9	-22
Clc1ccc(C#Cc2cccnc2)cc1	-5	-1	-83	-184	0.3	-12	-112	4	-2	-4	-152
Cc1ccccc1Nc1c([N+](=O)[O-])cncc1[N+](=O)[O-]	-10	10	11	3	-0.6	5	13	2	-4	-19	13
O=C(NC(=S)Nn1cnnc1)c1ccc(F)cc1Cl	2	0	-11	-8	0.4	-12	5	-2	2	-3	-3
Cc1ccc(OC(=O)NC2CCS(=O)(=O)C2)cc1C (stereo unspecified)	18	4	-9	11	1.4	-9	-8	-2	5	-8	19
O=c1cc(CN2CCN(c3ccccc3O)CC2)nc2sccn12	-2	-4	3	-6	4.8	17	-4	-3	24	·	-11
Cc1ccc(NC(=O)C2CCCN(S(=O)(=O)c3c(C)noc3C)C2)cc1 (stereo unspecified)	3	0	85*	16	-0.6	-6	4	2	-12	-13	14
